Compound activity as filed in PubChem.
mIAP activ – mouse IAP activation; muIAP, CDP-Star luminescence, 30 min; hits give high values; 1 = vehicle-only enzyme signal, 0 = enzyme-free wells; activation factor at 10 µM; 0.24% of 330,000 active;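 active means activation factor of at least 2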; further: the source names both 10 and 20 µM as test concentration; values of inactives mirror those of a sister screen read the other way
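System: Mouse IAP enzyme | Also added: CDP-Star substrate | Dosing: Compounds dispensed in DMSO | Schedule: 30 min enzyme-substrate-compound incubation at room temperature | Technique: Chemiluminescence readout | Control set: DMSO-only wells and no-enzyme negative control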
hIAP block – human IAP inhibition; purified IAP, CDP-Star luminescence, 30 min; inhibition, % at 10 µM; 0.12% of 330,000 active; P09923;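 active means inhibition reaching a set limit with compound at 10 µM in the primary screen, cut at about 35% in these data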;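 further: plate controls were DMSO wells with enzyme for no effect and no-enzyme buffer wells for full effect; values of inactives mirror those of a sister screen read the other way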
Target sequence (P09923 whole entry, looked up): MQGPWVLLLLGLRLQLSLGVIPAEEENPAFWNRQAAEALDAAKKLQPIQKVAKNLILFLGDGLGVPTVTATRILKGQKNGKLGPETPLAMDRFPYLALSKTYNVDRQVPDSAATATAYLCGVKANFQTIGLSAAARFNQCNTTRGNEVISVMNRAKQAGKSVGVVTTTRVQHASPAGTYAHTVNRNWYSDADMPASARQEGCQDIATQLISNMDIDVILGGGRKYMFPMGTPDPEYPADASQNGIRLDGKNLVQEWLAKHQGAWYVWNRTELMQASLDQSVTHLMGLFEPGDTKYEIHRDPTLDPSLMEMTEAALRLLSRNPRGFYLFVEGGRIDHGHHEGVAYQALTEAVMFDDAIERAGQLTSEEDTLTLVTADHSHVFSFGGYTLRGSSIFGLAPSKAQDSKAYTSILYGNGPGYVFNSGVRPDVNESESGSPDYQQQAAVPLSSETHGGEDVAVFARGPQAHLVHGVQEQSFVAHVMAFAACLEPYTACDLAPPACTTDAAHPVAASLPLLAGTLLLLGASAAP
NR3A LBD binder – modulates the human NR3A ligand-binding domain; Tm shift relative to glycine control, % at 25 µM; AID 1259313; NR3A LBD differential scanning fluorimetry, Tm shift; 0% = protein alone, 100% = glycine-bound protein; 2.5% of 340,000 active;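 active means melting temperature shift of at least 10% of the positive control shift, at one fixed dose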
hIAP act – increases human intestinal alkaline phosphatase activity; P09923; purified human IAP, CDP-Star luminescence, 30 min; hits give high values; 1 = vehicle-only enzyme, 0 = enzyme-free background; activation factor at 10 µM; 0.16% of 330,000 active;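 active means activation factor of the enzyme at least 2-fold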; further: the source names both 10 and 20 µM as test concentration; values of inactives mirror those of a sister screen read the other way
beta cell repl – induces beta-cell replication in MIN6 cells. 0.29% of 330,000 active. MIN6 cells proliferation, ATPlite luminescence, 48 h; cells starved in 0.2% serum; 100% = growth in 10% serum. AID 2380. proliferation, % at 10 µM;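 active means compounds whose signal lies at least 3.5 SD above the mean of all wells on their plate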;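 further: 0% = DMSO-treated cells in low-serum medium and 100% = 10% serum control; some compounds called inactive have numbers as strong as hits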
mIAP inh – blocks mouse intestinal alkaline phosphatase. 0.2% of 330,000 active. inhibition, % at 10 µM. AID 2806. purified mouse IAP, CDP-Star luminescence, 30 min;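 active means inhibition of at least 40% at 10 µM in the primary screen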;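 further: plate controls were DMSO with enzyme for no effect and no enzyme wells for full effect; values of inactives mirror those of a sister screen read the other way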
APOBEC3A inh – blocks human APOBEC3A ssDNA deamination. inhibition, % at 20 µM. P31941. recombinant A3A, FAM/TAMRA ssDNA deamination fluorescence. 0.41% of 330,000 active;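 active means at least 40% inhibition at 20 µM here, with at most 30% in a related deaminase screen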;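 further: plate controls were A3A with DMSO for no effect and wells lacking A3A enzyme for full effect; some results filed as inactive read as strong as hits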
Target sequence (P31941 whole entry, looked up): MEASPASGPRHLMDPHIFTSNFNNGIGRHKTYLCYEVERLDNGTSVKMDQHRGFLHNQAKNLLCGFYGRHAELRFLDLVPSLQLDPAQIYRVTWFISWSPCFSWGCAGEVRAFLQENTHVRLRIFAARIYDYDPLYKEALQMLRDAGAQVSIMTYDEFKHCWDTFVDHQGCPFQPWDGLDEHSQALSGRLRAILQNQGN
MPTP inh – permeability transition pore inhibition; isolated mouse mitochondria, Ca2+ swelling absorbance, 30 min; 1.4% of 360,000 active; inhibition, % at 10 µM;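 active means inhibition of 50% or more, scaled per plate between neutral and stimulator controls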;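 further: 0% = DMSO wells given calcium and 100% = 1 mM EGTA wells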
APOBEC3G inh – blocks human APOBEC3G single-stranded DNA deamination; AID 493012; recombinant A3G, ssDNA deamination FAM/TAMRA fluorescence; 0.28% of 330,000 active; inhibition, % at 20 µM; Q9HC16;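 active means inhibition of at least 40% at 20 µM, with no more than 30% in the related APOBEC3A deaminase screen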;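 further: plate controls were DMSO wells with A3G for no effect and wells lacking A3G enzyme for full effect; some compounds called inactive have numbers as strong as hits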
* = called active by the depositor.

SMILES	mIAP activ	hIAP block	NR3A LBD binder	hIAP act	beta cell repl	mIAP inh	APOBEC3A inh	MPTP inh	APOBEC3G inh
Cc1ccc(/C=[N+](/[O-])C2SC(=S)N(C)C2(C)C)cc1 (stereo not given)	1	-29	-3	1.3	-3	0	-4	-2.4	-3
O=S(=O)(O/N=C1\CCCc2ccccc21)c1ccccc1	0.97	8	2	0.92	0	3	-3	-1.9	-7
Cc1nonc1C1CCCN1Cc1nc(-c2ccc(F)cc2F)oc1C (stereo not given)	0.83	8	1	0.92	1	17	1	-0.1	-4
Cc1ccc(-c2csc3ncnc(OCC(=O)NC(=O)NCc4ccco4)c23)cc1	1.1	3	-21	0.97	-3	-7	14	-0.2	9
Cc1ccc(C)c(-n2c(-c3ccc(Br)cc3)csc2=NC(=O)c2ccccc2F)c1	0.92	-9	0	1.1	-7	8	-2	1.5	9
CNC(=O)COC(=O)c1cccc(S(=O)(=O)N2CCN(c3ccc(F)cc3)CC2)c1	0.99	-11	1	1.1	0	1	1	0.4	-10
N#CCCN(Cc1cccnc1)C(=O)Nc1ccccc1	0.92	-84	3	1.8	0	8	-2	-1.7	-8
COc1ccc(C2c3cc(OC)c(OC)cc3CCN2S(C)(=O)=O)cc1OC (stereo not given)	0.96	2	2	0.98	-1	4	-1	-1.3	-2
N#Cc1c(NC(=O)C2CCCO2)sc2c1CCCCCC2 (stereo not given)	0.95	-12	-6	1.1	0	5	-1	1.8	-4
c1cncc(N=c2scc(-c3cccc4ccccc34)n2CCCn2ccnc2)c1	0.98	3	-5	0.97	0	2	0	-0.2	1
Cc1nccn1CCOc1ccccc1Cl	1.1	-5	-3	1.1	0	-11	1	2.0	10
CCN(CC)c1nc(-c2ccccc2)nc2c1sc(=S)n2CC	0.96	-4	2	1	-2	4	0	-0.1	-6
COc1cccc(CNCCNC(=O)c2nonc2N)c1	0.96	20	-1	0.8	-1	4	4	-0.7	-4
Cc1cccc(CN2CCc3c(OCC(=O)NCc4ccco4)cccc3C2=O)c1	0.96	-7	0	1.1	-3	4	3	2.4	1
Cc1ccc(S(=O)(=O)N2CCC3(CC2)OCCO3)cc1	1	4	-2	0.96	1	0	-3	0.6	-10
C=CCNC(=S)Nc1ccc(Cl)cc1	1	0	0	1	0	-5	-5	1.6	-4
CC(=O)c1ccc(NC(=O)c2ccc(N3CCCC3=O)cc2)cc1	1	0	-6	1	-1	-4	3	0.9	-4
CCc1ccc2[nH]c(=O)c(C(c3nnnn3Cc3ccco3)N3CCC(C)CC3)cc2c1 (stereo not given)	0.79	4	0	0.96	-4	22	-2	4.1	-7
O=C1c2cccc(OCc3ccc(F)cc3)c2CCN1Cc1ccc(F)cc1	1	-13	3	1.1	0	-2	-7	79*	-11
COc1ccc(C(=O)C2CCCN(C(=O)C3CCOCC3)C2)c(C)c1 (stereo not given)	1	-4	1	1	-3	0	5	2.1	1
COc1ccccc1-n1cc([C@@H]2C[C@H]3CN(c4ccccc4)C(=O)[C@]34CCCN24)cn1	1	-4	0	1	-6	-3	0	-1.7	0
CCOC(=O)c1c2c([nH]c(=S)c1C#N)CCCC2	0.83	14	-1	0.86	-2	17	3	2.7	15
CC1(C)Cc2nc3oc4c(=S)nc[nH]c4c3cc2CO1	1	-13	0	1.1	0	-2	-7	-1.2	0
CCN(C(=O)c1cccc(S(=O)(=O)N(C)C)c1)C12CC3CC(CC(C3)C1)C2	1	-2	0	1	2	0	1	0.8	-2
Cc1cccc(NC(=O)Nc2cccc(C)n2)n1	0.96	12	0	0.88	1	4	2	-1.9	0

Arranged by number of heavy atoms (ascending): some entries from above
SMILES	mIAP activ	hIAP block	NR3A LBD binder	hIAP act	beta cell repl	mIAP inh	APOBEC3A inh	MPTP inh	APOBEC3G inh
Cc1ccc(S(=O)(=O)N2CCC3(CC2)OCCO3)cc1	1	4	-2	0.96	1	0	-3	0.6	-10
N#CCCN(Cc1cccnc1)C(=O)Nc1ccccc1	0.92	-84	3	1.8	0	8	-2	-1.7	-8
CCN(C(=O)c1cccc(S(=O)(=O)N(C)C)c1)C12CC3CC(CC(C3)C1)C2	1	-2	0	1	2	0	1	0.8	-2
Cc1ccc(C)c(-n2c(-c3ccc(Br)cc3)csc2=NC(=O)c2ccccc2F)c1	0.92	-9	0	1.1	-7	8	-2	1.5	9

Continued.
SMILES	mIAP activ	hIAP block	NR3A LBD binder	hIAP act	beta cell repl	mIAP inh	APOBEC3A inh	MPTP inh	APOBEC3G inh
Cc1ccc(C(=O)C2=C(O)C(=O)N(Cc3ccco3)C2c2ccc(N(C)C)cc2)o1 (stereo not given)	0.95	-13	-32	1.1	1	5	-3	-0.2	-7
CCOc1ccccc1NC(=S)N1C2CCC1CC(NC(=O)NC13CC4CC(CC(C4)C1)C3)C2 (stereo not given)	2.1*	3	-6	0.97	-4	-112	-5	0.9	8
Cc1cccc(/C=N\Nc2nnc(-c3ccccc3)c(=O)[nH]2)c1	0.99	10	-3	0.9	-1	0	-1	1.2	-8
CCc1c(C)nc(SCC(=O)Nc2nc(-c3ccc(OC)cc3)cs2)[nH]c1=O	0.97	5	-10	0.95	-4	3	-1	-1.2	-9
O=C(CCCOc1ccccc1)N1CCN(S(=O)(=O)c2cccs2)CC1	0.97	6	5	0.94	0	3	1	1.1	-5
Cc1ccccc1CCNC(=O)Cn1nc(C)c2c(C)n(-c3ccccc3)nc2c1=O	1.1	-21	0	1.2	-3	-6	1	-1.4	-1
CC(C)[C@H](NC(=O)N1CCn2c1nc1ccccc12)C(=O)NCc1ccc(F)cc1	1.1	-2	-3	1	1	-5	1	0.7	11
COc1ccccc1NC(=S)NNC(=O)c1ccccc1Br	0.86	-15	-3	1.2	-3	14	0	3.3	6
COc1cc(C(=O)NCc2ccc(C(=O)NCC(OC)OC)cc2)cc(OC)c1OC	1	-5	0	1.1	-1	-5	-4	1.2	-5
O=C(COC(=O)c1ccc2c(c1)OCCO2)Nc1cc(Cl)ccc1Cl	0.99	-4	-1	1	1	1	-1	-0.1	-2
COc1ccc(NC2CCCN(C(=O)c3ccc(CSC)o3)C2)cc1OC (stereo not given)	1	-7	-2	1.1	-1	-4	-5	0.4	-5
Cc1ccc(F)cc1NC(=O)Cc1nn(C)c(=O)c2ccccc12	1.1	-23	2	1.2	-1	-7	-5	69*	-8
CCOC(=O)c1c(C)[nH]c(C)c1S(=O)(=O)NCC1CCN(Cc2ccc(C)cc2)CC1	1.1	-47	2	1.5	-3	-12	-3	1.8	-2
CCOC(=O)Cc1cc(=O)n2[nH]c(-c3ccccc3)cc2n1	1	-18	0	1.2	-2	0	-3	-0.1	-5
C=CCNc1nc(Nc2ccc(OC)cc2)nc(OC)n1	0.94	-11	5	1.1	-1	6	3	-0.2	4
COC(=O)CC1COc2ccccc2N1C(=O)c1ccc(Cl)cc1 (stereo not given)	0.94	-12	-1	1.1	0	6	-1	-0.3	-2
CN(C)S(=O)(=O)c1ccc(Oc2ccccc2)cc1	1.1	-6	-1	1.1	-2	-5	-4	-0.7	-6
O=C(c1c(F)cccc1Cl)N1CCN(S(=O)(=O)c2ccc3c(c2)OCCCO3)CC1	1.1	8	-1	0.92	1	-6	-2	2.5	-3
CCOC(=O)c1ccc(-n2c(CN(CC)CC)nc3ccc([N+](=O)[O-])cc3c2=O)cc1	1	4	2	0.96	-3	-1	-4	0.8	-10
COc1ccc(NC(=O)c2ccco2)c(OC)c1	0.98	16	0	0.84	-2	2	2	-1.6	-3
COc1ccc(C(=O)NC(C)CCc2ccccc2)cc1 (stereo not given)	1	6	-1	0.94	-3	0	-3	0.0	-3
N#Cc1cn(-c2ccccc2)nc1C(=O)c1ccccc1	0.99	-27	-5	1.3	1	1	-11	-0.7	-4
COc1ccccc1CCc1nnc(CCC(=O)NC(C)Cc2ccsc2)o1 (stereo not given)	0.99	-8	-1	1.1	-3	1	1	-0.7	-5
CCOc1cccc(-c2nnc3sc(COc4ccc(Cl)cc4)nn23)c1	0.92	6	0	0.94	-2	8	1	0.3	-2
CSc1nnc(-c2ccccc2N=Cc2c(C)[nH]n(-c3ccccc3)c2=O)c(=O)[nH]1	0.99	3	-3	0.97	1	1	-4	-4.4	-6

Molecules above with two or more sulfur atoms (four):
SMILES	mIAP activ	hIAP block	NR3A LBD binder	hIAP act	beta cell repl	mIAP inh	APOBEC3A inh	MPTP inh	APOBEC3G inh
Cc1ccc(/C=[N+](/[O-])C2SC(=S)N(C)C2(C)C)cc1 (stereo not given)	1	-29	-3	1.3	-3	0	-4	-2.4	-3
CCN(CC)c1nc(-c2ccccc2)nc2c1sc(=S)n2CC	0.96	-4	2	1	-2	4	0	-0.1	-6
CCc1c(C)nc(SCC(=O)Nc2nc(-c3ccc(OC)cc3)cs2)[nH]c1=O	0.97	5	-10	0.95	-4	3	-1	-1.2	-9
O=C(CCCOc1ccccc1)N1CCN(S(=O)(=O)c2cccs2)CC1	0.97	6	5	0.94	0	3	1	1.1	-5

Next records
SMILES	mIAP activ	hIAP block	NR3A LBD binder	hIAP act	beta cell repl	mIAP inh	APOBEC3A inh	MPTP inh	APOBEC3G inh
Cc1ccc2nc(NC(=O)c3ccc(Cn4cc(Cl)cn4)o3)sc2c1	0.98	-3	-3	1	-2	2	-5	1.6	-3
Cc1ccc(-c2cc(C(=O)N/N=C/c3ccccc3)n[nH]2)o1	0.92	-91	10	1.9	3	8	1	0.0	-2
N/C(=N\OC(=O)c1ccc(Cl)c([N+](=O)[O-])c1)c1ccccc1	0.97	10	-1	0.9	-3	3	-4	0.3	-4
O=C(N/N=C/c1ccc[nH]1)c1ccccc1[N+](=O)[O-]	0.75	4	-5	0.96	0	25	0	7.8	-6
Cc1nc2ccc(S(=O)(=O)NC(C(=O)N3CCCC3)C(C)C)cc2s1 (stereo not given)	1	9	0	0.91	-2	-2	-4	0.0	-6
COc1ccc(NC(=O)CC2Oc3ccccc3NC2=O)cc1 (stereo not given)	1	1	1	0.99	-3	-1	-1	-0.8	-7
NC1=NC(=O)/C(=C/c2cc(Br)c(O)c(Br)c2)S1	0.96	5	-3	0.95	1	4	2	0.1	1
CC1CCN(CCNC(=O)C2CCCN(S(=O)(=O)c3cccc4nonc34)C2)CC1 (stereo not given)	1.1	-17	0	1.2	-2	-5	5	-0.6	-3
O=C(Nc1cccc([N+](=O)[O-])c1)N1CCc2ccccc2C1	0.95	24	-1	0.76	-4	4	-1	46	-11
CCOc1cc(/C=C2\NC(=S)N(c3c(C)n(C)n(-c4ccccc4)c3=O)C2=O)ccc1O	0.58	33	2	0.67	2	42*	3	1.9	-2
CC(C)N(O)C(=O)NC(C)(C)C	0.99	-10	-5	1.1	-3	0	3	-1.1	1

Shown as a hit in mIAP inh, of those listed so far:
SMILES,mIAP activ,hIAP block,NR3A LBD binder,hIAP act,mIAP inh,APOBEC3A inh,MPTP inh,APOBEC3G inh
CCOc1cc(/C=C2\NC(=S)N(c3c(C)n(C)n(-c4ccccc4)c3=O)C2=O)ccc1O,0.58,33,2,0.67,42*,3,1.9,-2

Structural class, the compounds so far with bromine
SMILES	mIAP activ	hIAP block	NR3A LBD binder	hIAP act	beta cell repl	mIAP inh	APOBEC3A inh	MPTP inh	APOBEC3G inh
Cc1ccc(C)c(-n2c(-c3ccc(Br)cc3)csc2=NC(=O)c2ccccc2F)c1	0.92	-9	0	1.1	-7	8	-2	1.5	9
COc1ccccc1NC(=S)NNC(=O)c1ccccc1Br	0.86	-15	-3	1.2	-3	14	0	3.3	6
NC1=NC(=O)/C(=C/c2cc(Br)c(O)c(Br)c2)S1	0.96	5	-3	0.95	1	4	2	0.1	1
